# From PubChem BioAssay
# SENP6 inh = SENP6 protease inhibitors, primary screen, biochemical, luminescence, uHTS; inhibition, % at 10 µM; Recombinant SENP6 catalytic domain, aminoluciferin luminescence; AID 2599, 2010; Sentrin-specific protease 6 (Homo sapiens), Q9GZR1; 330,000 compounds, 1.8% hits;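 active = inhibition above about 50% at the single tested dose, limit read from the data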;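 note: plate controls were DMSO wells with enzyme for no effect and DMSO wells lacking enzyme for full effect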
# Target sequence (Q9GZR1 628-1112 limits assumed): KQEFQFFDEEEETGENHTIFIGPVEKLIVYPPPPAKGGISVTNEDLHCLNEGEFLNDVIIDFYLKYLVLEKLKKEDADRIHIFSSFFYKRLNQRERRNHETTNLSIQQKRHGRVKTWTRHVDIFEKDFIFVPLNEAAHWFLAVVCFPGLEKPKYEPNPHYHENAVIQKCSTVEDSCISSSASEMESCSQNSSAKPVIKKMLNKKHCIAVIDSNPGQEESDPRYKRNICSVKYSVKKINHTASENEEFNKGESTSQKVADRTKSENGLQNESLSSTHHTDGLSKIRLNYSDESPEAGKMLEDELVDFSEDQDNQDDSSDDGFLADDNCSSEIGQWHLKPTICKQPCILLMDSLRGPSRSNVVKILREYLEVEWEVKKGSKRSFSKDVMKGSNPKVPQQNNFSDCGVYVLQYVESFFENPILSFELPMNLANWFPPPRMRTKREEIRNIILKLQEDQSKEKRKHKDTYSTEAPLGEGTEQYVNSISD
# hIAP act = human IAP activators, primary screen, biochemical, luminescence, uHTS | Intestinal-type alkaline phosphatase (Homo sapiens), P09923 | purified human IAP, CDP-Star luminescence, 30 min; stronger effect = higher value; 1 = vehicle-only enzyme, 0 = enzyme-free background | activation factor at 10 µM | 330,000 compounds, 0.16% hits;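 active = activation factor of the enzyme at least 2-fold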; note: the source names both 10 and 20 µM as test concentration; values of inactives mirror those of a sister screen read the other way
# Target sequence (P09923 whole entry, looked up): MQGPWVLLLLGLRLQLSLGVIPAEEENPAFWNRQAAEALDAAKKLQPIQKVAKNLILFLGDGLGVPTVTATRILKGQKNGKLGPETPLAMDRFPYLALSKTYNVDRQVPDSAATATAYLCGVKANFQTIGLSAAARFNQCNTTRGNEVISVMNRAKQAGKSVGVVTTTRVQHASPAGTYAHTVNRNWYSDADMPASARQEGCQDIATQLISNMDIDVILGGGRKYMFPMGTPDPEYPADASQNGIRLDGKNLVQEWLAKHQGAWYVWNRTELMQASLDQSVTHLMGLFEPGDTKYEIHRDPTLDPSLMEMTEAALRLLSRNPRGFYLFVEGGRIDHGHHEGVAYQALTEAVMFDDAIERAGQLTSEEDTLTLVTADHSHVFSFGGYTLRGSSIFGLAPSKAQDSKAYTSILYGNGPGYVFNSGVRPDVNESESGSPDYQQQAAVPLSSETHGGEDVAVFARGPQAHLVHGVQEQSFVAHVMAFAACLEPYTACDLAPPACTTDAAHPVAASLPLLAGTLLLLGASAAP
# PfG6PD inh = PfG6PD enzyme inhibitors, primary screen, biochemical, fluorescence intensity, uHTS | glucose-6-phosphate dehydrogenase-6-phosphogluconolactonase (Plasmodium falciparum 3D7) | PfGluPho enzyme, NADPH resazurin-diaphorase fluorescence | inhibition, % at 20 µM | AID 504690, 2011 | 350,000 compounds, 0.78% hits;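 active = inhibition reaching at least a set limit at 20 µM in the primary screen, cut at about 59% in these data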;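 note: 0% = DMSO wells with substrate and 100% = DMSO wells lacking glucose-6-phosphate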
# SENP8 inh = human SENP8 protease inhibitors, primary screen, biochemical, fluorescence, Nedd8 protein substrate, uHTS; Sentrin-specific protease 8 (Homo sapiens), Q96LD8; recombinant SENP8; inhibition, % at 20 µM; 360,000 compounds, 0.64% hits; in the data active = inhibition mostly above about 40%, no sharp cut-off; inactive = mostly below about 27%
# MPTP block = mitochondrial permeability transition pore inhibitors, primary screen, biochemical, isolated mouse mitochondria, absorbance. Ca2+ swelling absorbance, 30 min. inhibition, % at 10 µM. AID 602449, 2012. 360,000 compounds, 1.4% hits;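 active = inhibition of 50% or more, scaled per plate between neutral and stimulator controls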;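 note: 0% = DMSO wells given calcium and 100% = 1 mM EGTA wells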
# ATG4B inh = ATG4B protease inhibitors, primary screen, biochemical, fluorescence, uHTS. Cysteine protease ATG4B (Homo sapiens), Q9Y4P1. ATG4B cleavage of LC3-PLA2, NBD-HPC fluorescence, 1 h. inhibition, % at 8.33 µM. 340,000 compounds, 0.51% hits. AID 504462, 2011; in the data active = inhibition above about 40%
# NR3A LBD binder = binders of NR3A ligand-binding domain, primary screen, biophysical, differential scanning fluorimetry, uHTS; Glutamate receptor ionotropic, NMDA 3A (GRIN3A) ligand-binding domain; NR3A LBD differential scanning fluorimetry, Tm shift; 0% = protein alone, 100% = glycine-bound protein; Tm shift relative to glycine control, % at 25 µM; 340,000 compounds, 2.5% hits; AID 1259313, 2017;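 active = melting temperature shift of at least 10% of the positive control shift, at one fixed dose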
# SENP1 inh = human SENP1 catalytic domain inhibitors, primary screen, biochemical, FRET, uHTS; Sentrin-specific protease 1 (Homo sapiens), Q9P0U3; recombinant SENP1 catalytic domain, CyPet-SUMO1-YPet FRET cleavage; inhibition, % at 10 µM; 360,000 compounds, 0.21% hits;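 active = inhibition at least 30% at 10 µM, raw YFP signal under a set limit, fluorescence ratio 0.5 to 1.5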;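 note: 0% = enzyme with DMSO and 100% = no enzyme wells; some results filed as inactive read as strong as hits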
#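 Controls: no-enzyme wells low, DMSO-plus-enzyme wells high control. Test system: human recombinant His6-tagged SENP1 catalytic domain enzyme. Reagent: SFCypet-SUMO1-SFYpet FRET protein substrate, 25 nM final. Doses: one dose per compound, 10 µM, 0.5% DMSO. Detection: FRET, CFP and YFP emission. Timing: 50 min reaction at room temperature.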
# Starred values were filed as active, the others as inactive; . = no result given. Outcome played no part in choosing rows. About 6.7% of those tested had a hit in this group.
smiles,SENP6 inh,MPTP block,SENP8 inh,PfG6PD inh,hIAP act,SENP1 inh,ATG4B inh,NR3A LBD binder
CCOC(=O)CCNC(=O)N1CCCC(C(=O)c2cccc(OC(C)C)c2)C1 (configuration not stated),-19,1.3,7,-5,1.2,2,-6,-2
CN1CCN(C(=O)c2cnn(-c3ccccc3)c2NC(=O)c2ccc(Br)cc2)CC1,-9,2.0,13,-12,1.3,0,5,2
Cc1ccc(SC(C)C(=O)Nc2c(C)n(C)n(-c3ccccc3)c2=O)cc1 (configuration not stated),0,-1.2,8,3,0.86,0,-8,-1
CCOc1ccc(S(=O)(=O)NCc2cccnc2)cc1C(C)C,-5,0.0,-12,-10,1.2,1,2,-2
CCc1ccc2c(c1)cc(CN(C(=S)Nc1ccccc1Cl)C1CC1)c1nnnn12,-23,2.6,2,16,0.96,-1,2,-2
O=C(c1ccco1)N1CCN(C(=O)N2CCCCC2)CC1,-4,-0.8,3,-17,0.87,1,15,-3
COc1cc2cc(CN(Cc3cccnc3)C(=O)Nc3ccccc3F)c(=O)[nH]c2cc1OC,13,-1.2,-399,-1,1.1,3,-9,0
CC(=O)OC(C)(C)C#CCN1CCCC1,-1,-1.0,4,-5,1.1,1,-5,0
C/C(=N/NS(=O)(=O)c1ccc(C)cc1)c1c[nH]c2ccccc12,-9,-0.5,8,16,0.82,1,-6,-10
COc1ccc(C(=O)CSc2ccc(-c3ccc(C)cc3)nn2)cc1,-3,2.7,5,35,0.97,-7,8,1
CCCCn1c(-c2nn(C)c(C)c2Cl)n[nH]c1=S,-18,1.2,18,40,1.2,-1,0,0
COc1ccccc1OCC(=O)n1cc(C(=O)c2cc(Cl)cc(Cl)c2O)cn1,-16,-1.1,7,0,0.93,4,-5,-3
CCC1SC2=NC(C)=C(C(=O)OCCOC)C(/C=C/c3ccccc3OC)N2C1=O (configuration not stated),15,0.0,27,-6,1.1,1,-15,-2
Cc1ccc(-n2ncc3c2CCCC3NC(=O)CCCN2CCCC2=O)cc1C (configuration not stated),-13,0.9,2,-3,1.2,2,-4,0
COC(=O)/C=C1\SC(=Nc2ccc(OC)cc2)NC1=O,-10,-1.4,12,-15,0.97,1,0,0
Cc1nc(C(=O)N2CCCC(N3CCN(c4ccc(F)cc4)CC3)C2)cs1 (configuration not stated),.,0.3,22,-3,.,2,.,.
COC1CC(C)NC(=S)N1 (configuration not stated),-24,2.5,19,6,0.99,2,-8,1
C=CCOc1ccc(/C=C/C(=O)OCC(=O)NC2CCCCCC2)cc1,1,0.5,0,-10,0.84,1,0,-1
CN(C(=O)CSc1nnc(-c2ccc(C(C)(C)C)cc2)n1C)C1CCS(=O)(=O)C1 (configuration not stated),-21,-0.1,2,-7,0.86,4,3,3
COc1ccc(Cl)c(Cn2c(NCc3ccccn3)nc3c2c(=O)n(C)c(=O)n3C)c1,4,-1.0,17,2,0.95,-1,2,-3
CC(=O)Nc1ccc(NC(=O)C(C)OC(=O)CCCN=C2NS(=O)(=O)c3ccccc32)cc1 (configuration not stated),-6,-1.0,2,-14,0.84,-2,3,0
COc1cccc(CNC(=O)c2ccccc2NC(=O)C2=C(C)OCCS2)c1,31,-0.6,22,-4,0.89,0,-7,-2
O=C1CC(NCc2ccccc2F)C(=O)N1c1ccccc1 (configuration not stated),9,-1.9,13,-15,0.94,4,4,0
CCCC1=C(C(=O)OCC)C(c2ccco2)n2ncnc2N1 (configuration not stated),1,1.1,8,-2,1.2,-4,2,0
Cc1csc(Nc2ccccc2)n1,-1,-1.5,1,-10,0.85,4,-10,0
O=C1[C@H]2[C@@H](C3CC3)N3C(=O)CN(Cc4ccccn4)C(=O)[C@@]3(Cc3ccccc3)[C@H]2C(=O)N1c1ccccc1,-9,0.3,10,-2,1.1,-1,6,-2
CSc1nsc(NC(=O)CCNC(=O)c2ccc([N+](=O)[O-])cc2)n1,-38,-0.2,10,4,1.1,0,7,-1
CC(=O)O[C@H]1CC[C@H]2[C@@H]3CCc4cc(O)ccc4[C@H]3CC[C@]12C,2,1.0,3,9,0.88,-1,1,-4
CCc1ccc([C@@H]2C[C@H]3[C@@H](CN2S(=O)(=O)c2ccc(C)cc2)C(=O)C[C@@H](c2ccc(Cl)cc2)N3S(=O)(=O)c2ccccc2C)cc1,.,-0.5,4,16,.,-3,.,.
CCCCc1c(O)nc(SCC(=O)Nc2ccc3c(c2)CCC3)[nH]c1=O,6,1.9,14,-25,0.87,-2,-2,-12
CCOC(=O)C1CCc2sc(N)c(C#N)c21 (configuration not stated),2,-0.1,2,24,1.1,-1,-7,0
CC(C)(C)N(CC#CCC1(O)c2ccccc2-c2ccccc21)CCO,9,0.8,6,5,0.99,2,6,1
COc1ccccc1NC(=O)c1cc([N+](=O)[O-])ccc1NCCN1C(=O)CCC1=O,0,-5.2,14,5,0.84,1,3,0
O=c1ccnc(Nc2ccc3c(c2)OCCO3)[nH]1,-15,-1.3,4,-15,1,1,7,0
CCOC(=O)C1=C(C)NC(=S)NC1c1ccc(-c2cccc(Cl)c2C)o1 (configuration not stated),6,-4.8,5,56,0.96,-2,4,-1
O=C(NCc1ccccc1Cl)C(=O)NCC1OCCN1S(=O)(=O)c1cccs1 (configuration not stated),-7,1.3,1,11,0.98,-5,-3,-4
O=C(COC(=O)CCCOc1ccccc1)NNC(=O)c1ccc([N+](=O)[O-])cc1,-2,-2.1,10,-3,1.2,2,-3,2
Cc1ccsc1C(=O)NCCc1c[nH]c2ccccc12,39,2.1,-1,23,0.75,0,0,5
CC(=O)c1c(C(C)=O)c(C)n(NC(=O)c2ccccc2Cl)c1C,11,1.5,22,-4,0.82,4,4,-1
COc1cccc(CNC(=O)c2cc3ccccn3n2)c1,9,-0.5,-15,5,0.97,2,-13,3
CCN1CCN(C(CNS(=O)(=O)c2ccc(Cl)cc2)c2cccnc2)CC1 (configuration not stated),17,-1.9,0,-3,0.91,0,-3,-1
COC(=O)CN(c1cccc(C(C)=O)c1)S(C)(=O)=O,-33,-0.6,5,-2,1,1,-5,-17
Cc1ccc2nc(NC(=O)c3ccc(N4C(=O)CCC4=O)cc3)sc2c1,-32,0.9,-94,22,0.93,-39,-2,-10
Nc1nc(NCCc2ccccc2)nc(NCCO)c1[N+](=O)[O-],-1,-0.2,17,4,0.99,-2,-1,0
Cc1ccc(C(=O)CCC(=O)NC2=NCCS2)cc1,-2,-2.4,-12,8,0.95,-9,3,0
O=C(NCCOC(=O)Nc1cccc2ccccc12)OCc1ccccc1,.,2.8,-9,17,.,-1,-9,-1
CCOc1ccc(-n2cc(C(=O)c3cc(Cl)ccc3O)cc(C#N)c2=O)cc1,-7,10,-353,-4,0.98,14,-11,-6
COc1ccc(OC)c(-c2csc(NC(=O)CSCC(=O)Nc3cc(C)on3)n2)c1,-15,0.7,14,-5,1,3,-11,-2
CCOc1ccc(C(=O)Nc2cc(NC(=O)c3ccc(OCC)c(Cl)c3)cc(C(=O)O)c2)cc1Cl,-7,0.0,3,-19,0.89,-1,48*,23*
CN=C1S/C(=C\c2cccc(Cl)c2Cl)C(=O)N1C,77*,.,.,0,0.97,.,-4,1
C[n+]1ccccc1Nc1cc([N+](=O)[O-])ccc1N,-12,4.5,29,0,0.92,1,3,1
CC(C)(C)c1cc(C(=O)NCc2cc(F)cc3c2OCOC3)n(Cc2ccccc2)n1,-1,5.7,13,17,0.99,1,29,-1
CC(=O)c1ccc(NC(=O)CN2CCC(C(=O)c3ccc(F)cc3)CC2)cc1,-13,0.0,2,-12,0.98,-16,3,0
O=C(COc1cccnc1[N+](=O)[O-])c1ccc(Cl)s1,-4,3.7,13,52,0.88,-6,8,-3
O=C(c1ccccc1)C(CN1CCCCC1)c1ccccc1 (configuration not stated),.,0.7,10,8,.,1,1,-1
O=C(CSc1nncn1-c1ccccc1)Nc1cc(F)ccc1F,18,1.2,8,10,0.86,0,-1,-4
Cc1ccccc1-c1nc2ccccc2c(=O)o1,.,0.7,-30,-1,.,1,.,.
CCC(CC)CN1C(N(C)C)=NC[C@@H]1CC(C)C,14,-0.1,10,-6,0.86,1,-4,0
O=C(NCC(c1cccs1)N1CCOCC1)c1cccc([N+](=O)[O-])c1 (configuration not stated),11,-1.0,10,9,1,2,-12,1
CC(C)NS(=O)(=O)c1ccc(Br)c(C(=O)OC(C)C(=O)NC2CCCCC2C)c1 (configuration not stated),-8,-0.6,15,-7,0.96,2,-10,9

# New compounds follow:
smiles,SENP6 inh,MPTP block,SENP8 inh,PfG6PD inh,hIAP act,SENP1 inh,ATG4B inh,NR3A LBD binder
O=C(NC1CCN(Cc2ccccc2)CC1)c1ccc(CS(=O)c2ccccc2Cl)o1 (configuration not stated),.,-1.2,11,-7,.,1,.,.
O=C(N/N=C/c1ccc(F)cc1)c1ccc(OCc2ccccc2)cc1,-3,0.9,10,-17,0.89,3,3,2
COc1ccc(CC(=O)n2[nH]c(=O)cc(C)c2=O)cc1OC,-2,1.1,10,-3,1.1,1,0,-1
CSc1ncc(C(=O)Nc2ccccc2C)c(C)n1,-6,0.6,5,8,1.2,-4,-1,0
CCN(C(=O)CN1C(=O)NC2(CCC(C)CC2)C1=O)C1CCCCC1 (configuration not stated),.,-0.7,-1,-7,.,1,.,.
Cc1ccccc1NC(=O)Oc1cccc(OC(=O)c2ccccc2)c1,-10,-0.4,15,1,1.1,0,12,2
Cc1cc(=O)[nH]c(SCCOc2ccc3c(c2)CCC3)n1,47,2.5,8,-8,1.1,1,-7,1
Cc1nc2ccc(C(=O)N3CCN(Cc4ccccc4)CC3)cc2[nH]1,-6,1.2,6,-4,0.9,-2,0,-1
CCOC(=O)c1ccc2c(c1)nc(SCC(=O)N1CCOCC1)n2CC,5,-1.8,7,-3,1,-1,-9,-1
CCOc1ccc(CC2CCC(=O)NC2=O)cc1 (configuration not stated),14,0.0,4,19,0.89,1,-7,0
C(=C\n1nnc2ccccc21)/c1ccccn1,76*,0.7,14,-4,0.85,1,-7,0
COc1ccc(CN(C(=O)CO/N=C/c2ccccc2)c2ccccc2C(=O)O)cc1,-5,-0.1,-1,-28,0.84,3,7,-3
O=c1ccc2cc(S(=O)(=O)N3CCN(c4ccccc4F)CC3)ccc2o1,-12,0.7,6,5,0.86,2,-1,-2
Nc1c(C(=O)c2ccccc2)oc2ccccc12,-2,-0.7,8,-23,1.3,-23,-3,2
O=C(N/N=C/c1ccccn1)c1cccc(S(=O)(=O)N2CCCC2)c1,5,-0.2,45*,0,1.3,-1,-6,1
C(=N\Nc1nn[nH]n1)/c1ccccc1,6,-0.1,16,10,1.1,0,1,0

# Two compounds from above, showing only SENP6 inh.
canonical_smiles	SENP6 inh
C(=N\Nc1nn[nH]n1)/c1ccccc1	6
O=C(N/N=C/c1ccccn1)c1cccc(S(=O)(=O)N2CCCC2)c1	5
